Pf growth 48h: P. falciparum growth inhibition at 48 hours (one generation); AID 504832; Potency, µM (doses to about 28.7 µM), for inactives: at the highest dose activity change, negative = inhibition, usual class: inhibitors; 310,000 tested, 5.9% active; P. falciparum luciferase growth in erythrocytes, 48 h; also: potency is read from the fitted curve at half-maximal effect; % is scaled to controls: 0 for no effect and ±100 for the full control effect
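Firefly luciferase activity from engineered P. falciparum reports growth; inhibitors lower the luminescent signal. Cultures contained 2% hematocrit erythrocytes at 0.1% final parasitemia.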
Sm TGR inh: S. mansoni TGR enzyme inhibition; purified TGR, DTNB reduction, TNB absorbance 405 nm; Q962Y6; AID 485364; Potency, µM (highest dose often 114 µM), inactives show at the top dose activity change, negative = inhibition, usual class: inhibitors; 360,000 tested, 3% active; also: potency is read from the fitted curve at half-maximal effect; % is scaled to controls: 0 for no effect and ±100 for the full control effect; nearly all actives have a fitted effect of over 60% in size
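Kinetic colorimetric format: TGR-catalysed, NADPH-driven DTNB reduction monitored via TNB absorbance. Enzyme dispensed at 20 nM; compound exposure 15 min at room temperature before reaction start.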
CHX counter: counter-screen hit for Shiga toxin inhibitors, cycloheximide; max response, %; cell reporter, cycloheximide protein synthesis inhibition counterscreen; 300,000 tested, 12% active; in the data active = max response mostly above about 13%, no sharp cut-off; inactive = mostly below about 14%; also: read at 38.3 µM for the half of the compounds with a filed dose; 0% is about no effect
Shiga inhibitor: Shiga toxin inhibition; AID 2315; inhibition, % at 38.7 µM; 290,000 tested, 9.2% active; Vero cells, Shiga toxin protein synthesis inhibition reporter; in the data active = inhibition mostly above about 28%, no sharp cut-off; inactive = mostly below about 43%; also: 0% is about no effect
Giardia FBPA inh: inhibitors of Giardia lamblia fructose-1,6-bisphosphate aldolase | A8B2U2 | purified Giardia FBPA | Potency, µM (top dose mostly 59.6 µM), without a hit: top-dose activity, negative = inhibition, most hits filed as inhibitors | 290,000 tested, 0.71% active | AID 2451; also: potency is read from the fitted curve at half-maximal effect; % is scaled to controls: 0 for no effect and ±100 for the full control effect; nearly all actives have a fitted effect of over 55% in size
Target sequence (A8B2U2 whole entry, looked up): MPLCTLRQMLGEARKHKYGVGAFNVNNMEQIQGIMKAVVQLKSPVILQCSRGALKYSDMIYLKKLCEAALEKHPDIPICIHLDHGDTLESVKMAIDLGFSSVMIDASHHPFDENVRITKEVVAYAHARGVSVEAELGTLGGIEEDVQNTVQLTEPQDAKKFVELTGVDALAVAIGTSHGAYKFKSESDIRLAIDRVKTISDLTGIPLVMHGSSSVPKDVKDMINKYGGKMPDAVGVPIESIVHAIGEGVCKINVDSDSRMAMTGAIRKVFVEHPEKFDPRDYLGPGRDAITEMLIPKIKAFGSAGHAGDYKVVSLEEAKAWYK
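40 nM FBPA preincubated 10 min at RT with compound (up to 57.5 uM final), then substrate plus GAPDH/TPI/NAD/arsenate coupling and diaphorase/resazurin added. Fluorescence read after 20 min at RT, 525/598 nm.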
Pf growth 96h: P. falciparum growth inhibition at 96 hours | 320,000 tested, 6.9% active | AID 504834 | Potency, µM (highest dose often 28.7 µM), inactives show at the top dose activity change, negative = inhibition, actives largely listed as inhibitors | P. falciparum luciferase reporter growth, 96 h; also: potency is read from the fitted curve at half-maximal effect; % is scaled to controls: 0 for no effect and ±100 for the full control effect
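Delayed-death screen, second-generation endpoint: infected erythrocytes, 2% hematocrit, 0.05% parasitemia final; 96 hours at 37 C, 5% CO2; luciferase detection reagent; luminescence decrease equals reduced growth.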
Numbers without * were called inactive; ? = inconclusive; . = no result given; & = joins results of further samples; [ ] = remark or other dose. Unless noted, calls follow the shape of the dose curve; as a rule, active = well fitted curve in the direction sought with a large enough effect; inconclusive = small, poorly fitted or top-dose-only effect, or another doubt; inactive = no such curve, though single readings can be large; an effect the other way counts as inactive or inconclusive.

(1) O=C(Nc1ccccc1)c1ccc2c(c1)CCN2S(=O)(=O)c1ccccc1
(2) O=C(COc1ccc(Cl)cc1)N1CCN(S(=O)(=O)c2ccc(Cl)cc2)CC1
(3) CCCN(CC(=O)Nc1ccccc1C)C(=O)c1ccc(N2CCOCC2)c([N+](=O)[O-])c1
(4) Cc1cc(C(F)F)n2ncc(C(=O)NCCc3ccccc3Cl)c2n1
(5) O=C(O)c1cc(-c2ccc(Cl)s2)nc2ccccc12
(6) Cc1ccc2oc(C(=O)N(Cc3ccncc3)CC3CCCO3)c(C)c2c1 (configuration not stated)

assay / entry,1,2,3,4,5,6
Pf growth 48h,3.7µM*,.,?,.,3%,?
Sm TGR inh,14%,2%,1%,-3%,2%,-3%
CHX counter,12,-3,.,-4,14,35*
Shiga inhibitor,-4,17,.,-12,54*,54*
Giardia FBPA inh,.,-1%,.,-2%,-7%,.
Pf growth 96h,92%[activator],?,-12%,?,27%,25%

(7) CCOC(=O)C(C)Sc1nc(-c2ccco2)cc(C(F)(F)F)c1C#N (configuration not stated)
(8) NC(=O)CSc1oc(-c2ccc(F)cc2)nc1S(=O)(=O)c1ccccc1
(9) N#CC(=C=[N-])c1nc2ccccc2nc1-[n+]1ccccc1
(10) Cc1onc(-c2ccccc2Cl)c1C(=O)Nc1sc2c(c1C(N)=O)CCC(C)C2 (configuration not stated)
(11) CCn1c(SCc2nc3ccccc3c(=O)[nH]2)nnc1C(C)NC(=O)c1ccccc1F (configuration not stated)
(12) COc1ccc(NC(=O)CCC(=O)OCC(=O)c2ccc(Oc3ccc([N+](=O)[O-])cc3)cc2)cc1

assay / entry,7,8,9,10,11,12
Pf growth 48h,?,-30%,-12%&-18%,?,2%,9%
Sm TGR inh,22µM*,-1%,10%&-17%,0%,12%,-6%
CHX counter,2,1,4&-5,-2,-1,1
Shiga inhibitor,-7,-10,-8&-10,13,-7,-13
Giardia FBPA inh,-2%,0%,-6%&-8%,-7%,-4%,-3%
Pf growth 96h,?,8%,?,?,12%,9.3µM*

(13) COc1ccc2c(C)cc(SCc3c(C)noc3C)nc2c1
(14) CCOC(=O)N1CCN(Cc2nc3ccc([N+](=O)[O-])cc3c(=O)n2-c2ccc(OC)cc2OC)CC1
(15) CC1(CCc2ccccc2)NC(=S)N(c2ccccc2)N1 (configuration not stated)
(16) O=C(Nc1ccc(Cl)cc1)c1csc(Cc2ccccc2)n1
(17) O=C(c1ccccc1)c1ccccc1C(=O)N1CCN(C(=O)c2ccccc2)CC1
(18) CCC(C)Oc1cccc(OCCCCN2C(=O)NC(C)(C)C2=O)c1 (configuration not stated)

assay / entry,13,14,15,16,17,18
Pf growth 48h,-12%,.,12%,77%[activator],24%,-12%
Sm TGR inh,6%,40µM*,-6%,3%,-1%,3%
CHX counter,-2,-5,40*,37*,10,7
Shiga inhibitor,-10,-15,42*,75*,49,1
Giardia FBPA inh,-1%,-4%,-28%,0%,5%,0%
Pf growth 96h,4%,3%,?,57%[activator],-2%,.

(19) O=C(C1CC(=O)N(C2CCCCCCC2)C1)N1CCC2(CC1)OCCO2 (configuration not stated)
(20) COC(=O)C1=C(C)Nc2nc(SCc3ccccc3)[nH]c(=O)c2C1c1cccs1 (configuration not stated)
(21) COc1cccc(NC2SC(=O)N(c3ccccc3)C2=O)c1 (configuration not stated)
(22) CC(C(=O)NCc1ccccc1)N1C(=O)c2ccccc2C1=O (configuration not stated)
(23) O=C1CCC(C(=O)N2CCCCO2)CN1Cc1cccc(F)c1 (configuration not stated)
(24) COC(=O)c1ccc2ccccc2c1OC1OC(CO)C(O)C(O)C1NC(C)=O (configuration not stated)

assay / entry,19,20,21,22,23,24
Pf growth 48h,-5%,-6%,103%[activator],3%,8%,5%
Sm TGR inh,32%,2%,-12%,-23%,-14%,2%
CHX counter,10,-1,43*,-2,11,1
Shiga inhibitor,-5,-12,61*,.,9,-11
Giardia FBPA inh,11%,2%,-1%,-15%,3%,3%
Pf growth 96h,?,-5%,-1%,1%,?,10µM*

(25) O=C(COC(=O)CCCN1C(=O)c2ccccc2C1=O)Nc1cc(Cl)cc(Cl)c1
(26) CC1CCC(C(C)C)C(OC(=O)Cn2c(-c3ccc(Br)cc3)[n+](C)c3ccccc32)C1 (configuration not stated)
(27) CC1(C)COC(c2cc([N+](=O)[O-])ccc2Cl)=N1
(28) N#CCC(=O)Nc1ccc(C(=O)OCC(=O)NCc2ccc3c(c2)OCO3)cc1
(29) Cc1cc2c(cc1S(=O)(=O)N1CCCC1)n(C)c(=O)c(=O)n2C
(30) COc1cccc(C(=O)Nc2cc(C(=O)NCc3ccc(C)cc3)ccc2N2CCC3(CC2)CC(c2ccccc2)=NO3)c1

assay / entry,25,26,27,28,29,30
Pf growth 48h,13%,1.7µM*,.,8.3µM*,-2%,?
Sm TGR inh,7%,-19%,-4%,-10%,-16%,-7%
CHX counter,-6,11&9,-1,.,1,8
Shiga inhibitor,-13,7&1,-8,.,-9,33
Giardia FBPA inh,-5%,5%&3%,1%,.,-1%,16%
Pf growth 96h,-33%,?,23%,?,13µM*,1.3µM*

Reprinted, entries 29–30
(29) Cc1cc2c(cc1S(=O)(=O)N1CCCC1)n(C)c(=O)c(=O)n2C
(30) COc1cccc(C(=O)Nc2cc(C(=O)NCc3ccc(C)cc3)ccc2N2CCC3(CC2)CC(c2ccccc2)=NO3)c1

assay / entry,29,30
Pf growth 48h,-2%,?
Sm TGR inh,-16%,-7%
CHX counter,1,8
Shiga inhibitor,-9,33
Giardia FBPA inh,-1%,16%
Pf growth 96h,13µM*,1.3µM*

Further records follow:
(31) CCC(C)N1CCN(S(=O)(=O)c2ccc(NC(C)=O)cc2)CC1 (configuration not stated)
(32) O=C(COC(=O)C12CC3CC(CC(C3)C1)C2)Nc1ncc(Cl)cc1Cl
(33) O=C(OCC(=O)N1CCN(C(=O)c2ccco2)CC1)c1cccc(F)c1
(34) COc1cc(C)ccc1OCc1cc(C(=O)N2C[C@H]3CC[C@H]2C3)no1
(35) CC(=O)Oc1ccc(C)cc1N1C(=O)c2ccc(C(=O)O)cc2C1=O
(36) C#CCN1C(=O)C(O)(CC(=O)c2ccc3c(c2)OCCO3)c2ccccc21 (configuration not stated)

assay / entry,31,32,33,34,35,36
Pf growth 48h,-2%,-15%,22%,4%,.,.
Sm TGR inh,-2%,-3%,-8%,?,-5%[11.4 µM],0%
CHX counter,1,-3,.,21*,6,-8
Shiga inhibitor,-12,-22,.,22,21,-3
Giardia FBPA inh,?,-4%,.,.,8%,-2%
Pf growth 96h,-25%,.,32%,8%,9%,?

(37) Cc1ccc(S(=O)(=O)Nc2ccc(Cl)cc2)cc1NC(=O)c1cc2c(s1)CCCC2
(38) Cc1ccccc1Nc1c(-c2ccc(N3CCOCC3)cc2)nc2ncccn12
(39) COC(=O)CC1NC2CCCCC2NC1=O (configuration not stated)
(40) CSCC[C@H](NC(=O)OC(C)(C)C)C(=O)NCC1CCC(C(=O)O)CC1 (some centres not stated)
(41) CC1(C)CC(N(Cc2ccccc2)C(=O)Cc2ccccc2)CCO1 (configuration not stated)
(42) CC(=O)c1ccc(Sc2ccccc2N)c([N+](=O)[O-])c1

assay / entry,37,38,39,40,41,42
Pf growth 48h,17%,-5%,15%,9%,-28%,39%[activator]
Sm TGR inh,1%,-6%&2%,-3%,0%,0%,-1%
CHX counter,10,16,-4,1,-4,2
Shiga inhibitor,1,17,-15,3,26,16
Giardia FBPA inh,-7%,-9%,1%,2%,3%,-7%
Pf growth 96h,23%,3%,-7%,25%,-4%,22%

(43) Cc1ccc(S(=O)(=O)Nc2ccccc2C(=O)N2CCCC2)cc1
(44) CC(=O)Nc1ccc(C(=O)NC2CCSc3ccccc32)cc1 (configuration not stated)
(45) CCOc1ccc(CCNC(=O)COC(=O)c2cc(=O)[nH]c3ccccc23)cc1OCC
(46) COc1cc(/C=N/NC(=S)NCCN2CCOCC2)ccc1O
(47) COc1ccccc1/C=C(\NC(=O)c1ccc(OC)c(OC)c1)C(=O)Nc1cc([N+](=O)[O-])ccc1C
(48) CCN(CC)C(=O)CSc1nc2ccccc2c(=O)n1CCC(=O)NCCc1ccc(OC)c(OC)c1

assay / entry,43,44,45,46,47,48
Pf growth 48h,-2%,11%,0%,39%[activator],-13%,13%
Sm TGR inh,3%,-23%,-5%,-7%,-9%,5%
CHX counter,-2,14*,.,-3,0,-5
Shiga inhibitor,10,13,.,-9,-2,2
Giardia FBPA inh,.,-5%,.,-17%,8%,8%
Pf growth 96h,?,10%,7%,63%[activator],-1%,-5%

A draw from above in order of formula weight, low to high:
(46) COc1cc(/C=N/NC(=S)NCCN2CCOCC2)ccc1O
(43) Cc1ccc(S(=O)(=O)Nc2ccccc2C(=O)N2CCCC2)cc1
(45) CCOc1ccc(CCNC(=O)COC(=O)c2cc(=O)[nH]c3ccccc23)cc1OCC

assay / entry,46,43,45
Pf growth 48h,39%[activator],-2%,0%
Sm TGR inh,-7%,3%,-5%
CHX counter,-3,-2,.
Shiga inhibitor,-9,10,.
Giardia FBPA inh,-17%,.,.
Pf growth 96h,63%[activator],?,7%

Further entries.
(49) CNC(=O)c1c(NC(=O)c2nc3ccccc3s2)sc2c1CCC2
(50) COc1cccc(-n2cc(CNC(=O)C3CCC(=O)N(C4CC4)C3)cn2)c1 (configuration not stated)
(51) O=C(COc1ccccc1Cl)N1N=C(c2cccs2)CC1c1ccco1 (configuration not stated)
(52) CCOCC(=O)Nc1cccc(OC)c1
(53) O=C1CSC(=Nc2ccc(Cl)cc2)N1
(54) CCC(C)NC(=O)c1ccc2c(SCC(=O)O)c3c(nc2c1)CCCC3 (configuration not stated)

assay / entry,49,50,51,52,53,54
Pf growth 48h,.,0%,?,23%,-11%,-5%
Sm TGR inh,45µM*,1%,35µM*,0%,0%,8%
CHX counter,26*,2,.,16*,1,-5
Shiga inhibitor,94*,-2,.,37,-12,16
Giardia FBPA inh,-6%,9%,.,-4%,-21%,8%
Pf growth 96h,8%,34%[activator],?,-11%,58%[activator],?

(55) CCS(=O)(=O)c1ccc2oc(Nc3ccccc3Cl)nc2c1
(56) Cc1cc(C)c2c(CC(=O)Nc3ccc(Cl)cn3)coc2c1
(57) CCOc1cc(C(c2c(C)[nH][nH]c2=O)c2c(C)[nH][nH]c2=O)ccc1O
(58) COc1ccccc1C(=O)C1CCCN(C(=O)c2cccc(-n3cccn3)c2)C1 (configuration not stated)
(59) COC(=O)c1ccccc1NC(=O)CSc1nnnn1C1CCCCC1
(60) O=C(CN1C(=O)c2ccccc2S1(=O)=O)N1CCN(c2ccccc2F)CC1

assay / entry,55,56,57,58,59,60
Pf growth 48h,208%[activator],2%,?,-20%,-5%,72%[activator]
Sm TGR inh,6%,-8%,-1%,-1%,9%,-3%
CHX counter,45*,0,-3,1,1,-1
Shiga inhibitor,80*,-6,-16,-3,-9,-12
Giardia FBPA inh,.,1%,?,10%,1%,6%
Pf growth 96h,299%[activator],1%,115%[activator],11%,.,5.9µM*

(61) CSc1nc(N)c2c(n1)OC(N)=C(C#N)C2c1cccnc1 (configuration not stated)
(62) CC1CCCN(C(=O)Cn2c(-c3nonc3N)nc3ccccc32)C1 (configuration not stated)
(63) O=C(Nc1ccc2nc(SCc3ccc(Cl)cc3)sc2c1)c1ccccc1C(=O)N1CCOCC1
(64) Cc1ccc(C(C(=O)NCc2ccccc2)N(Cc2cccs2)C(=O)c2ccc3c(c2)OCCO3)cc1 (configuration not stated)
(65) CC(C)(C)c1cc(NC(=O)c2ccc(OC3CCCC3)cc2)no1

assay / entry,61,62,63,64,65
Pf growth 48h,15%,-3%,12%,?,12µM*
Sm TGR inh,-5%,9%,-24%,-13%,3%
CHX counter,8,5,-2,-3,3
Shiga inhibitor,-1,27,-8,-7,18
Giardia FBPA inh,1%,7%,-3%,-2%,0%
Pf growth 96h,?,-8%,51%[activator],?,12µM*

High-throughput results deposited in PubChem by National Center for Advancing Translational Sciences (NCATS).
